Screening data deposited in PubChem BioAssay by several laboratories.
human PMI inhibition: inhibitors of human PMI, primary screen, biochemical, fluorescence intensity, coupled assay (AID 1209); purified PMI enzyme, coupled fluorescence intensity; higher % means a stronger effect; inhibition, % at 20 µM; hits with a dose series show IC50 in µM; Mannose-6-phosphate isomerase (Homo sapiens); 190,000 tested, 0.42% active;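 further: plate controls were DMSO vehicle for no effect and wells lacking substrate for full effect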
human PMI inhibitors: human PMI inhibitors, high substrate, primary screen, biochemical, fluorescence intensity, high mannose 6-phosphate (AID 1220); inhibition, % at 20 µM, or IC50 in µM where a hit was titrated; Mannose-6-phosphate isomerase (Homo sapiens); recombinant PMI enzyme, coupled fluorescence intensity; higher % means a stronger effect; 190,000 tested, 0.66% active
MT stabilize HCS: microtubule stabilizers in HeLa cells, primary screen, imaging, high-content imaging | 200,000 tested, 0.83% active | HeLa tubulin immunostaining HCS, 24 h; share of cells brighter than vehicle mean+2SD | % tubulin-high responders, % at 10 µM;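 active means plate Z-score above 3 for both tubulin-high and condensed-nucleus cell shares, with cell loss under 80%, at 10 µM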;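 further: anti alpha tubulin signal scored within the nucleus-defined area of each cell; some results filed as inactive read as strong as hits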
Autophagy mod: autophagy modulators in MEF cells, primary screen, imaging, high-content, MEF GFP-LC3; MEF GFP-LC3 puncta imaging; test concentration mostly 10 µM; calls only at 10 µM (by protocol); 190,000 tested, 0.98% active; AID 463193, 2010;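 active means percentage of spot-positive cells more than 3 SD above its plate mean, without a fluorescence outlier flag or 80% toxicity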;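 further: spot-positive cell cutoff set from DMSO-treated cells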
bCat nuc transl: modulators of beta-catenin nuclear translocation, primary screen, imaging, HeLa cells, immunofluorescence, high-content | 190,000 tested, 0.3% active | nuclear translocation activity, % at 5 µM;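 active means nuclear translocation activity above 50% at 5 µM, with a well cell count of 50 or more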;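 further: per-cell ratio of nuclear to cytoplasmic median beta-catenin stain intensity; plate controls were DMSO negative control for no effect and GSK-3 inhibitor IX positive control for full effect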
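Test system: HeLa cells, endogenous beta-catenin; Compound: single 5 µM dose plus 0.02–20 µM confirmation series; Times: compound exposure 24 h at 37°C; Signal: fluorescence imaging of beta-catenin antibody stain plus DAPI; Read-out: % activation, nuclear-to-cytoplasmic median beta-catenin signal ratio per cell.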
Lipid droplet: inhibitors of hepatocyte lipid droplet formation, primary screen, imaging, high-throughput imaging, BODIPY stain | AML12 mouse hepatocytes, oleate lipid droplets | inhibition, % at 6.5 µM | 240,000 tested, 0.4% active | AID 1656, 2009;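 active means lipid droplet intensity inhibited by at least 50%, with more than 500 cells counted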
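Material – AML12 mouse liver cells · Also added – oleate loading, 100 µM · Compound dosing – 6.5 µM single-point dosing · Times – overnight treatment with compound plus oleate · Measured by – fluorescence imaging, 20x objective, two fields per well · Read-out – percent inhibition of filter-corrected integrated lipid droplet intensity per well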
Insulin prom up: insulin promoter activators in MIN6 cells, imaging, high-content screening, mouse beta cells; MIN6 insulin promoter-GFP reporter; active compounds read high; z-score at 5 µM; 190,000 tested, 0.3% active; AID 1625, 2009;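 active means z-score above 3 at 5 µM with at least 500 cells counted in the well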
T cell HTS: modulators of CD8 T cell-vesicle binding, primary screen, mouse 2C CD8+ T cells, flow cytometry. calls only at 7 µM. AID 2052, 2009. 330,000 tested, 0.068% active. 2C CD8+ T cell-vesicle binding; active compounds read low;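 active means response, share of CD8 T cells binding vesicles, and their 90th percentile fluorescence all below set limits, cut at about 80% in these data, passing the limit was not always enough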
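Assay system – 2C mouse CD8+ T cells · Also added – QL9-loaded Drosophila micro-vesicles · Timing – Cell–vesicle co-incubation 1.5 h at 37 °C, staining 20 min on ice · Signal – flow cytometry of vesicle-bound cells · Measure – percent CD8+ FL2 mean versus row control · Controls – Peptide-free naked vesicles (low) and QL9 vesicles with 0.7% DMSO vehicle (high)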
TNAP activators: human TNAP enzyme activators, primary screen, biochemical, luminescent, no phosphate acceptor, uHTS (AID 1001); Alkaline phosphatase, tissue-nonspecific isozyme (Homo sapiens); purified TNAP, luminescent activation assay, no phosphate acceptor; higher activation fold means a stronger effect; activation fold at 20 µM, or EC50 in µM where a hit was titrated; 200,000 tested, 0.03% active; in the data active means activation fold from about 3, or a potency from the dose series; inactive means the rest, 99 in 100 with activation fold below about 1.6; further: many of its hits are not listed in these tables
Insulin prom up cell count: recorded beside Insulin prom up, whose call it bears; cell count; measured here: cytotoxicity, nuclei count;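 total cells summed across four imaged fields per well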
Lipid droplet cells 6.5 µM: also measured in Lipid droplet; calls as there; cell count; measured here: cell count, cytotoxicity flag;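 cells counted across two imaged fields per well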
bCat nuc transl cell count 5 µM: further read-out of bCat nuc transl, marked with its call; cell count; measured here: cell count, cytotoxicity flag
T cell HTS vesicle-bound %: second read-out of T cell HTS, no call of its own (marks repeat the call); double positive events, %; measured here: CD8+ vesicle-bound cell fraction;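 binding gate set so that unloaded-vesicle control wells show 10% double positive cells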
MT stabilize HCS Hoechst-high %: second read-out of MT stabilize HCS, no call of its own (marks repeat the call); % Hoechst-high responders; measured here: nuclear condensation Hoechst responders;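 share of cells brighter than vehicle mean plus two SD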
MT stabilize HCS cytotoxicity %: also measured in MT stabilize HCS; calls as there; toxicity, %; measured here: cytotoxicity by cell density;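 0% = mean cell density of plate MIN control wells and 100% = no cells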
Autophagy mod cell loss 18 h: second read-out of Autophagy mod, no call of its own (marks repeat the call); toxicity, %; measured here: cell loss, nuclei count;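 cell loss after 18 h compound exposure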
An asterisk follows results filed as active; i = inactive; x = no result given. Unless noted, no stated cut-off is given here; in the data, active means inhibition above about 50%; inactive means the rest.

Values run as follows: MT stabilize HCS cytotoxicity %	human PMI inhibitors	bCat nuc transl cell count 5 µM	bCat nuc transl	T cell HTS	human PMI inhibition	Lipid droplet	MT stabilize HCS	T cell HTS vesicle-bound %	Autophagy mod cell loss 18 h	Lipid droplet cells 6.5 µM	TNAP activators	MT stabilize HCS Hoechst-high %	Insulin prom up cell count	Insulin prom up	Autophagy mod
> CC1=CC(c2ccc(Cl)cc2)n2nc(N3C(=O)CCC3=O)nc2N1 (stereo not given)
  4.7	-6%	556	0.3	i	-13%	21	4.1	40	0	772	1.1	1.8	x	x	i
> COc1nc(NCC(C)C)nc(Oc2ccc(OCc3ccccc3)nn2)n1
  3.6	8%	x	x	i	11%	-1	2.5	52	-2	718	1.1	1.4	1357	-0.78	i
> COc1ccc(S(=O)(=O)N2CCCC2)c(C)c1C
  5.2	-14%	1224	-1.4	i	-8%	x	1.9	10	-6	x	1	1.5	1070	1	i
> Cc1cc(C)n(-c2ccc(C(=O)C(C#N)c3nc4ccccc4n3C)cc2)n1 (stereo not given)
  7.7	12%	1178	3.6	x	11%	x	1.5	x	14	x	1.1	2.1	x	x	i
> O=C(O)CCc1ccc(-c2ccc(Cl)cc2)n1CC(=O)O
  11	-9%	1001	-3.5	i	-5%	x	3.1	49	-9	x	1.2	2.2	1204	-1.1	i
> CC1CSc2nc3sc4c(c3c(=O)n21)CCCC4 (stereo not given)
  13	-3%	1142	3.2	i	-10%	x	2.8	46	2	x	1	0.9	1379	-0.61	i
> COc1ccccc1-n1c(SCC(N)=O)nc2c(c1=O)SCC2
  9.2	1%	1082	-0.3	i	5%	x	2.6	36	4	x	1.2	3.7	934	-0.31	i
> CC(=O)c1ccc(CCCC(=O)O)cc1
  1.0	5%	1029	-7.7	i	3%	x	6.3	15	-1	x	1.1	3.0	1272	0.81	i
> COCCNC(=O)c1cc(-c2cccc(OC)c2)on1
  4.2	-1%	1414	-0.2	i	-2%	x	2.0	58	3	x	1.1	1.6	1660	1.2	i
> C=CCn1c(N)c(C(=O)NCCC2=CCCCC2)sc1=S
  6.1	12%	1144	-2.3	i	28%	-4	0.9	13	-4	523	1	1.8	1937	1.5	i
> O=C(Nc1nnc(COc2ccc(F)cc2)s1)Nc1ccccc1F
  x	x	1371	0.2	i	x	41	x	6	x	725	x	x	932	0.91	x
> CCn1c(SCC(=O)Nc2nccs2)nnc1-c1cc2cccc(OC)c2o1
  13	2%	1201	0.8	x	-3%	x	2.7	x	16	x	1.1	1.8	1108	0.61	i
> COCCCNC(=O)c1cc2cc(Br)ccc2oc1=O
  11	-1%	1547	-0.4	i	6%	0	6.4	43	0	706	1	1.8	1370	0.6	i
> Cc1ccc(C(=O)N/C(=C/c2cccs2)C(=O)NCCc2c[nH]c3ccccc23)cc1
  5.7	6%	1123	-1.2	i	17%	2	2.6	53	-17	581	1.3	2.8	1365	0.28	i
> CN(C)CCN(C(=O)c1ccc(N2C(=O)CCC2=O)cc1)c1nc2cc3c(cc2s1)OCO3
  1.7	-15%	1112	-1.2	i	-17%	5	2.3	21	-45	681	1.1	0.8	1285	0.41	i
> CN(C(=O)c1cc2n(n1)C(C(F)(F)F)CC(c1ccco1)N2)c1ccccc1 (stereo not given)
  4.2	3%	1245	-3.3	i	3%	9	3.1	27	6	758	1.1	1.4	1251	-0.33	i
> Cc1ccc(C)c(OCc2nnc(NC(=O)c3ccc4c(c3)OCO4)s2)c1
  x	x	1257	-0.6	i	x	-5	x	23	x	674	x	x	1020	0.47	x
> O=S1(=O)CCN(Cc2ccccc2Cl)CC1
  4.8	1%	x	x	i	-2%	x	2.2	40	21	x	1.1	1.6	x	x	i
> CCCn1c(NCc2cccs2)nc2ccccc21
  14	-7%	1046	-8.9	i	-7%	x	1.8	17	x	x	1.1	2.1	1186	-0.89	x
> CCN(CC)C(=O)c1n[nH]c(=O)c2ccccc12
  8.4	-2%	1053	-1.3	i	3%	-1	2.6	15	-4	735	1.1	2.3	1297	-0.44	i
> CC(C)(C)C(=O)Nc1cc2nn(-c3ccccc3)nc2cc1Cl
  5.3	-6%	x	x	x	-6%	16	3.1	x	8	813	0.9	1.9	x	x	i
> Cc1cc(-c2nsc(=O)o2)c(S(C)(=O)=O)s1
  4.6	32%	1094	-0.3	i	53%*	-1	2.5	33	10	656	1	1.4	1748	0.02	i
> Nc1c(-c2ccccc2)cnc2cc(-c3ccccc3)nn12
  7.5	4%	1116	0.0	x	1%	-6	3.8	x	24	673	1	2.0	1256	-1.1	i
> CC1=Nc2ccccc2N=C(NC(=O)c2ccccc2)C1c1ccccc1 (stereo not given)
  5.4	22%	1450	0.0	i	22%	-32	5.2	32	13	631	0.9	3.8	1473	0.18	i
> CC1(C)Cc2c(ccc3ccccc23)C(=O)N1
  4.7	9%	1280	-1.2	i	2%	x	4.2	10	6	x	1.1	2.5	1527	-0.07	i
> CC(C)(C)NC(=S)NNC(=O)c1ccc2ncccc2c1
  5.3	-8%	1050	-2.0	i	-9%	-5	3.1	22	4	634	2.6	2.9	1533	0.26	i
> CCOc1ccc(N2CCCCn3c2nc2c3c(=O)[nH]c(=O)n2C)cc1
  x	9%	970	-6.5	x	1%	x	x	x	x	x	1	x	1168	-0.54	x
> C/C(=N\NC(=O)CN1CCN(S(=O)(=O)c2ccc(C)cc2)CC1)c1ccc(O)cc1
  x	x	1209	1.4	i	x	2	x	57	x	783	x	x	1051	-0.09	x
> COc1cc(-n2c(-c3ccccc3)n[nH]c2=S)c(OC)cc1Cl
  0.5	14%	852	0.9	i	11%	-17	3.0	60	30	676	1.1	1.4	1642	1.6	i
> O=C(CSCc1ccccc1)Nc1ccc(F)cc1F
  2.2	-2%	911	0.4	i	0%	13	1.7	33	19	680	1.2	2.0	1518	0.07	i
> Cc1ccc(C(=O)CN(C(=O)c2ccc(Cl)c(Cl)c2)N2C(=O)C3CCCCC3C2=O)cc1 (stereo not given)
  9.8	12%	x	x	i	13%	x	2.6	11	0	x	1.1	2.3	845	0.83	i
> Nc1nonc1-n1nnc(C(=O)N/N=C/c2ccc(OCc3ccccc3)cc2)c1COc1ccc(F)cc1
  x	x	1295	0.3	i	x	3	x	45	x	656	x	x	1008	1.1	x
> COC(=O)c1sccc1NC(=O)c1csc2c1CCCC2
  3.0	10%	1082	1.6	i	14%	-9	1.8	36	4	730	1	2.3	1258	-0.75	i
> COc1cccc(/C=N/NC(=S)NC2CC3CCC2C3)c1OC (stereo not given)
  x	x	1075	0.3	i	x	11	x	25	x	767	x	x	1435	-0.14	x
> COCCN1CCn2c(nc3cc(NC(=O)c4cccs4)ccc32)C1
  4.0	-94%	1103	2.7	i	-49%	-1	4.9	31	4	801	1.1	2.9	705	0	i
> O=C(NC1CC1)c1ccc(CSCc2cccc(F)c2)o1
  4.4	18%	1065	0.1	i	1%	x	3.0	33	2	x	1.2	2.5	980	0.49	i
> O=[N+]([O-])c1cccc(-c2noc(-c3ccco3)n2)c1
  x	x	1314	0.0	i	x	2	x	27	x	677	x	x	1074	0.08	x
> Cc1cc(C(=O)COC(=O)Cc2n[nH]c(=O)c3ccccc23)c(C)n1-c1cccc(C(F)(F)F)c1
  2.6	-2%	1094	-1.5	i	8%	-6	2.3	31	4	675	1.1	2.3	1222	-0.24	i
> NC[C@@]12CCCC1C1CCC2C1 (stereo not given in full)
  2.0	-2%	978	-5.4	i	3%	x	1.9	25	4	x	1.1	2.8	1184	-1.4	i
> COc1ccc(CNCC(O)COCc2cccs2)cc1 (stereo not given)
  11	-3%	1152	0.3	i	-2%	x	4.0	17	0	x	1.2	3.2	1038	-1.4	i
> C=CCn1c(N)c(C(=O)NCc2ccco2)sc1=S
  4.0	-2%	x	x	i	-2%	6	3.4	43	5	763	1.1	2.6	x	x	i
> Cc1ccc2c(c1)C1(C(=O)N2C)N2CC3(C)CN1CC(C)(C2)C3=O (stereo not given)
  8.8	0%	1158	1.3	i	8%	x	4.1	40	0	x	1.1	2.9	924	-1.6	i

Laid out differently: results already given.
structure	MT stabilize HCS cytotoxicity %	human PMI inhibitors	bCat nuc transl cell count 5 µM	bCat nuc transl	T cell HTS	human PMI inhibition	Lipid droplet	MT stabilize HCS	T cell HTS vesicle-bound %	Autophagy mod cell loss 18 h	Lipid droplet cells 6.5 µM	TNAP activators	MT stabilize HCS Hoechst-high %	Insulin prom up cell count	Insulin prom up	Autophagy mod
NC[C@@]12CCCC1C1CCC2C1 (stereo not given in full)	2.0	-2%	978	-5.4	i	3%	x	1.9	25	4	x	1.1	2.8	1184	-1.4	i
COc1ccc(CNCC(O)COCc2cccs2)cc1 (stereo not given)	11	-3%	1152	0.3	i	-2%	x	4.0	17	0	x	1.2	3.2	1038	-1.4	i
C=CCn1c(N)c(C(=O)NCc2ccco2)sc1=S	4.0	-2%	x	x	i	-2%	6	3.4	43	5	763	1.1	2.6	x	x	i
Cc1ccc2c(c1)C1(C(=O)N2C)N2CC3(C)CN1CC(C)(C2)C3=O (stereo not given)	8.8	0%	1158	1.3	i	8%	x	4.1	40	0	x	1.1	2.9	924	-1.6	i

No enrichment for hits. Share with any hit: about 2.9%.
